Compound activity (PubChem BioAssay)
NR2E3 ag-1 – agonists of human NR2E3 nuclear receptor. Q9Y5X4. 0.35% of 360,000 active. AID 602229. inhibition of corepressor binding, % at 3.98 µM. CHO-S Gal4-NCOR/VP16-NR2E3 two-hybrid, luciferase;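 active = inhibition above the mean of all tested compounds plus 3 SD, cut at about 70% in these data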;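 also: 0% = DMSO with NR2E3 transfected cells and 100% = cells lacking NR2E3 construct; higher means lower luciferase signal from less NR2E3 corepressor binding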
Target sequence (Q9Y5X4 whole entry, looked up, the tested form may be a part): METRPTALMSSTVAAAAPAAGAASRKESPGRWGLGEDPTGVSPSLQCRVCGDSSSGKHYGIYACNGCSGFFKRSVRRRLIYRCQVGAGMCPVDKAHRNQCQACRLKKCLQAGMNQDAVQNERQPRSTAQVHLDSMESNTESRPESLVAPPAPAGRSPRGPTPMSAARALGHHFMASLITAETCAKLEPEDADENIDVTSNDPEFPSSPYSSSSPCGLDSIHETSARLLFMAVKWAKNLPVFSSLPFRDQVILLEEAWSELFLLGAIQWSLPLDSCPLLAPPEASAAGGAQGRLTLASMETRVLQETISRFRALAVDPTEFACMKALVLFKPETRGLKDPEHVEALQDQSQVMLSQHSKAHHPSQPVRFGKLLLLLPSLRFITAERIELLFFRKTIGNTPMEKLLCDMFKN
Peg3 prom inh – Peg3 promoter activity inhibition; HeLa PEG-Prom luciferase reporter, luminescence, overnight; 1.7% of 360,000 active; inhibition, % at 20 µM; AID 588405;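 active = inhibition of at least 50% at 20 µM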
C8 TRAIL sens – sensitizes caspase-8 expressing cells to TRAIL; NB7+C8 cells + TRAIL, ATPlite viability luminescence; inhibition (viability loss, TRAIL sensitization), % at 10 µM; 1% of 360,000 active; AID 624354;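 active = compounds causing at least 50% loss of cell viability in the single-dose screen, relative to plate controls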
Shn3 inh set2 – inhibitors of Schnurri-3 3'UTR reporter in osteoblasts. Clone20 osteoblast Shn3 3'UTR firefly luciferase, 24 h. AID 588674. 0.52% of 360,000 active. inhibition, % at 12.5 µM;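 active = mean inhibition of at least 75% with every replicate also reaching 75%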;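 also: 0% = median of neutral control wells and 100% = pilot-screen positive control compound; some compounds past the cut are filed as inactive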
iPSC survival up – hiPSC single-cell survival enhancement; 0.044% of 360,000 active; ATPlite luminescence; 100% = ROCK inhibitor wells, 0% = DMSO; survival enhancement, % at 20 µM; in the data active = survival enhancement above about 18%;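 also: cells exposed to compounds for 16 hours before the ATP read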
TRPM1 prom inh – MITF TRPM1 promoter inhibition in SK-MEL-5 cells; inhibition, % at 12.5 µM; 0.83% of 330,000 active; SK-MEL-5 TRPM1 promoter luciferase, 24 h; AID 488899;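 active = mean inhibition across replicates of 60% or more, whatever share of single replicates reaches that level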; also: values of inactives mirror those of a sister screen read the other way
CF NFkB inh – blocks PAF-induced NF-kB reporter in cystic fibrosis cells | 0.86% of 360,000 active | AID 588850 | inhibition, % at 5 µM | KKLEB NF-kB-GFP reporter, GFP fluorescence overnight;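 active = at least 50% inhibition at 5 µM, scaled per plate between neutral and stimulator controls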;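 also: PAF is a Pseudomonas aeruginosa culture filtrate used as stimulus; plate controls were PAF-stimulated DMSO wells for no effect and unstimulated DMSO wells for full effect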
HIF-2a block – blocks HIF-2a reporter activity | inhibition, % at 18.8 µM | 0.72% of 360,000 active | 786-0 RCC cells HIF-2a reporter, luciferase luminescence, overnight | AID 624352;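 active = inhibition of the luminescence signal of 40% or more relative to plate controls, in a single-dose primary screen at 18.75 µM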
KKLEB cytotox – reduces viability of KKLEB cystic fibrosis airway cells; KKLEB CF airway cells viability, ATPlite luminescence, overnight; active compounds read low; cells stimulated with P. aeruginosa culture filtrate; activity change (cytotoxicity), % at 5 µM; 0.36% of 360,000 active; AID 602141;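 active = corrected activity change at or below -50% at 5 µM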
EBV LMP1 NFkB – inhibitors of Epstein-Barr LMP1-induced NF-kappaB reporter; LMP1-induced NF-kappaB luciferase reporter cells, luminescence; inhibition, % at 12.5 µM; 0.69% of 350,000 active; AID 504558; in the data active = inhibition above about 41%;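 also: 0% = neutral control wells and 100% = reference inhibitor control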
NR2E3 ag-2 – agonists of human nuclear receptor NR2E3; Q9Y5X4; GST-NR2E3/biotin-RetCOR TR-FRET, 1536-well; inhibition of corepressor binding, % at 4.78 µM; 0.12% of 320,000 active; AID 2300;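 active = percent inhibition above the cutoff of mean plus 3 SD of all tested compounds, set per screening campaign, cut at about 20% in these data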;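 also: 0% = DMSO wells and 100% = biotin wells as full block of FRET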
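Material: NR2E3–RetCOR corepressor complex / Amount: 1.35 nM GST-NR2E3 / Medium: Tris pH 7.5 / Compound: single nominal compound dose of 4.8 µM / Incubation: 5 h at 4 °C / Technique: TR-FRET, Eu(K)-anti-GST donor, streptavidin-D2 acceptor, ex 340, em 617/671 nm / Read-out basis: percent loss of FRET ratio relative to control wells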
* hit, by the source's call.

OCCNCc1cccc(-c2ccccc2)c1O was read as NR2E3 ag-1 -24, Peg3 prom inh 6, C8 TRAIL sens 17, Shn3 inh set2 10, iPSC survival up -1.5, TRPM1 prom inh -12, CF NFkB inh 22, HIF-2a block -11, KKLEB cytotox -15 and EBV LMP1 NFkB -5.
CCN(CC(=O)Nc1ccc2c(c1)OCCO2)C(=O)c1cc(S(=O)(=O)N2CCOCC2)ccc1F was read as NR2E3 ag-1 10, Peg3 prom inh 2, C8 TRAIL sens -5, Shn3 inh set2 11, iPSC survival up -0.1, TRPM1 prom inh 0, CF NFkB inh -1, HIF-2a block -2, KKLEB cytotox 3 and EBV LMP1 NFkB -1.
O=C1C2CC(O)CN2C(=S)N1Cc1ccccc1 (configuration not stated) was read as NR2E3 ag-1 -22, Peg3 prom inh 6, C8 TRAIL sens -6, Shn3 inh set2 -9, iPSC survival up -0.1, CF NFkB inh 15, HIF-2a block 18, KKLEB cytotox 3 and NR2E3 ag-2 5.
`Fc1ccccc1COc1ccc(Br)cc1CNCc1ccncc1` gave NR2E3 ag-1 21, Peg3 prom inh 56*, C8 TRAIL sens 6, Shn3 inh set2 17, iPSC survival up 3.0, TRPM1 prom inh 1, CF NFkB inh 8, HIF-2a block 28, KKLEB cytotox 10, EBV LMP1 NFkB -4 and NR2E3 ag-2 0.
`COC(=O)c1ccccc1NC(=O)CSc1nnc(-c2ccncc2)o1` gave NR2E3 ag-1 3, Peg3 prom inh -10, C8 TRAIL sens -5, Shn3 inh set2 -5, iPSC survival up 3.0, TRPM1 prom inh 10, CF NFkB inh -4, HIF-2a block 22, KKLEB cytotox -2, EBV LMP1 NFkB -8 and NR2E3 ag-2 -3.
C=CCOC(=O)C1=C[C@@H](c2cn(C(C)=O)c3ccccc23)C[C@@H](OCCCCO)O1 was read as NR2E3 ag-1 -35, Peg3 prom inh -2, C8 TRAIL sens -4, Shn3 inh set2 -14, iPSC survival up -0.6, TRPM1 prom inh -5, CF NFkB inh -22, HIF-2a block 11, KKLEB cytotox 20, EBV LMP1 NFkB 4 and NR2E3 ag-2 3.
`N#CCCn1cc(C(N)=O)c(-c2cccs2)n1` gave NR2E3 ag-1 -16, Peg3 prom inh 9, C8 TRAIL sens -8, Shn3 inh set2 6, iPSC survival up 0.9, TRPM1 prom inh 9, CF NFkB inh 6, HIF-2a block 16, KKLEB cytotox -8, EBV LMP1 NFkB 4 and NR2E3 ag-2 1.
`O=C(c1ccc(NC2=NC3CS(=O)(=O)CC3S2)cc1)N1CCN(c2ccc(F)cc2)CC1` (configuration not stated) gave NR2E3 ag-1 21, Peg3 prom inh -3, C8 TRAIL sens -1, Shn3 inh set2 -15, iPSC survival up 1.7, CF NFkB inh 2, HIF-2a block -5, KKLEB cytotox 6, EBV LMP1 NFkB 10 and NR2E3 ag-2 5.
`O=C(CN1C(=O)COc2ccccc21)N1CCc2ccccc21` gave NR2E3 ag-1 -34, Peg3 prom inh 14, C8 TRAIL sens 3, Shn3 inh set2 -4, iPSC survival up 4.6, TRPM1 prom inh -3, CF NFkB inh -10, HIF-2a block 8, KKLEB cytotox 5, EBV LMP1 NFkB -4 and NR2E3 ag-2 -2.
For COc1ccc(-c2nn(-c3ccccc3)cc2/C=N/N=C(N)N)cc1OC the results were NR2E3 ag-1 0, Peg3 prom inh 104*, C8 TRAIL sens 25, Shn3 inh set2 -1, iPSC survival up -2.4, TRPM1 prom inh 94*, CF NFkB inh 12, HIF-2a block 15, KKLEB cytotox -14, EBV LMP1 NFkB -1 and NR2E3 ag-2 -1.

Gathered by group: the compounds so far containing fluorine.
CCN(CC(=O)Nc1ccc2c(c1)OCCO2)C(=O)c1cc(S(=O)(=O)N2CCOCC2)ccc1F was read as NR2E3 ag-1 10, Peg3 prom inh 2, C8 TRAIL sens -5, Shn3 inh set2 11, iPSC survival up -0.1, TRPM1 prom inh 0, CF NFkB inh -1, HIF-2a block -2, KKLEB cytotox 3 and EBV LMP1 NFkB -1.
`Fc1ccccc1COc1ccc(Br)cc1CNCc1ccncc1` gave NR2E3 ag-1 21, Peg3 prom inh 56*, C8 TRAIL sens 6, Shn3 inh set2 17, iPSC survival up 3.0, TRPM1 prom inh 1, CF NFkB inh 8, HIF-2a block 28, KKLEB cytotox 10, EBV LMP1 NFkB -4 and NR2E3 ag-2 0.
`O=C(c1ccc(NC2=NC3CS(=O)(=O)CC3S2)cc1)N1CCN(c2ccc(F)cc2)CC1` (configuration not stated) gave NR2E3 ag-1 21, Peg3 prom inh -3, C8 TRAIL sens -1, Shn3 inh set2 -15, iPSC survival up 1.7, CF NFkB inh 2, HIF-2a block -5, KKLEB cytotox 6, EBV LMP1 NFkB 10 and NR2E3 ag-2 5.

Additional entries
For COc1ccc(N(C(=O)c2snc(C(N)=O)c2N)C(C(=O)NCc2ccccc2)c2ccc(O)cc2)cc1OC (configuration not stated) the results were NR2E3 ag-1 -26, Peg3 prom inh 10, C8 TRAIL sens -2, Shn3 inh set2 5, iPSC survival up -0.2, TRPM1 prom inh -5, CF NFkB inh -9, HIF-2a block 17, KKLEB cytotox 7 and EBV LMP1 NFkB 4.
`C/C(=N/Nc1ccccc1[N+](=O)[O-])c1ccc([N+](=O)[O-])cc1` gave NR2E3 ag-1 -26, Peg3 prom inh 1, C8 TRAIL sens -7, Shn3 inh set2 -60, iPSC survival up 1.5, TRPM1 prom inh -1, CF NFkB inh 51*, HIF-2a block 14, KKLEB cytotox -38, EBV LMP1 NFkB 7 and NR2E3 ag-2 -2.
Screening Cc1ccc(NS(=O)(=O)c2cccc(C(=O)N/N=C/c3ccc4c(c3)OCCO4)c2)c(C)c1 returned NR2E3 ag-1 -4, Peg3 prom inh 11, C8 TRAIL sens -10, Shn3 inh set2 -27, iPSC survival up 1.1, TRPM1 prom inh 2, CF NFkB inh -1, HIF-2a block 23, KKLEB cytotox -12, EBV LMP1 NFkB 0 and NR2E3 ag-2 0.
Screening CSC1=NC=C(C#N)C2=NC(c3ccc(Cl)cc3)NN12 (configuration not stated) returned NR2E3 ag-1 -20, Peg3 prom inh -68, C8 TRAIL sens -15, Shn3 inh set2 2, iPSC survival up 1.6, CF NFkB inh -29, HIF-2a block -83 and KKLEB cytotox -3.
For C/C(=N\NC(=O)COc1ccc(C)cc1[N+](=O)[O-])c1cccs1 the results were NR2E3 ag-1 -3, Peg3 prom inh -140, C8 TRAIL sens 12, Shn3 inh set2 -14, iPSC survival up -0.3, TRPM1 prom inh -61, CF NFkB inh 5, HIF-2a block -92, KKLEB cytotox -8, EBV LMP1 NFkB -7 and NR2E3 ag-2 1.
Screening CC(C)Oc1ccc(CC2CCC(=O)N(C)C2=O)cc1 (configuration not stated) returned NR2E3 ag-1 -19, Peg3 prom inh -7, C8 TRAIL sens -6, Shn3 inh set2 -26, iPSC survival up 1.3, TRPM1 prom inh -8, CF NFkB inh 8, HIF-2a block 0, KKLEB cytotox 2, EBV LMP1 NFkB 4 and NR2E3 ag-2 1.
Screening C/C(=N\Nc1nccnc1Cl)c1ccc(Cl)c(Cl)c1 returned NR2E3 ag-1 -98, Peg3 prom inh -95, C8 TRAIL sens -12, Shn3 inh set2 -32, iPSC survival up -0.1, TRPM1 prom inh -23, CF NFkB inh -3, HIF-2a block -131, KKLEB cytotox -2, EBV LMP1 NFkB -27 and NR2E3 ag-2 -1.
Screening COc1cc2c(c(OC)c1OC)C(=O)C(=Cc1ccccc1)O2 returned NR2E3 ag-1 -70, Peg3 prom inh -31, C8 TRAIL sens 14, Shn3 inh set2 -25, iPSC survival up -2.0, TRPM1 prom inh -9, CF NFkB inh -28, HIF-2a block -175, KKLEB cytotox 5 and EBV LMP1 NFkB 3.
`NC(=O)c1nsc(C(=O)N(c2cccc(F)c2)C(C(=O)NCC2CCCO2)c2c[nH]c3ccccc23)c1N` (configuration not stated) gave NR2E3 ag-1 -16, Peg3 prom inh -13, C8 TRAIL sens 1, Shn3 inh set2 9, iPSC survival up 3.1, TRPM1 prom inh -14, CF NFkB inh 2, HIF-2a block -9, KKLEB cytotox -13, EBV LMP1 NFkB -5 and NR2E3 ag-2 -1.
`COc1cc(/C=C(/C#N)c2ccccc2)ccc1Oc1ccc([N+](=O)[O-])cn1` gave NR2E3 ag-1 -13, Peg3 prom inh -3, C8 TRAIL sens 14, Shn3 inh set2 35, iPSC survival up -0.2, TRPM1 prom inh 10, CF NFkB inh -18, HIF-2a block -44, KKLEB cytotox 11, EBV LMP1 NFkB 1 and NR2E3 ag-2 -1.
Screening CC(=O)Nc1nc(=S)ss1 returned NR2E3 ag-1 -3, Peg3 prom inh 3, C8 TRAIL sens -7, Shn3 inh set2 -3, iPSC survival up 3.3, TRPM1 prom inh 2, CF NFkB inh 0, HIF-2a block 11, KKLEB cytotox 3, EBV LMP1 NFkB 1 and NR2E3 ag-2 0.
Screening S=C(NCCc1ccccn1)Nc1ccccc1Cl returned NR2E3 ag-1 2, Peg3 prom inh -1, C8 TRAIL sens 1, Shn3 inh set2 -2, iPSC survival up -1.8, TRPM1 prom inh -5, CF NFkB inh 6, HIF-2a block -13, KKLEB cytotox -9, EBV LMP1 NFkB 3 and NR2E3 ag-2 -1.

This is a subset (hit frequency here may not be typical).
